Assay outcomes as filed in PubChem BioAssay.
HADH2 inhib – qHTS Assay for Inhibitors of HADH2 (Hydroxyacyl-Coenzyme A Dehydrogenase, Type II); 3-hydroxyacyl-CoA dehydrogenase type-2 (Homo sapiens), Q99714; recombinant HADH2, NADH fluorescence, beta-hydroxybutyryl-CoA; Potency, µM (top dose mostly 57.1 µM), for inactives: at the top dose activity change, negative = inhibition, most hits filed as inhibitors; actives 3.4% (n = 73,000); further: potency means the concentration at half of the fitted maximal effect; on the % scale 0 is the no-effect control and ±100 the full control effect; nearly all actives have a fitted effect of over 60% in size; many of its hits are not listed in these tables
Target sequence (Q99714 whole entry, looked up, one chain of several): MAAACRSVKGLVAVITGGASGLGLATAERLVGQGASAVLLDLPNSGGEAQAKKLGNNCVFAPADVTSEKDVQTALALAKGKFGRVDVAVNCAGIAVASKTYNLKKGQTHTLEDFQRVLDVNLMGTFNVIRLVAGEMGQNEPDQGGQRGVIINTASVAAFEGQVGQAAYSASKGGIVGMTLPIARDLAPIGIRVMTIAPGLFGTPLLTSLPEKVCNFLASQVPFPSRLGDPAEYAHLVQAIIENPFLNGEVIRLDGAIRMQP
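Activity measured as NADH fluorescence gain (360/450 nm), taken as the change between first and last reads of a 4-min kinetic run. Conditions: pH 9.0 Tris buffer, 20 nM E. coli-expressed His-tagged enzyme, 1 mM NAD+, 90 uM beta-hydroxybutyryl-CoA; 15-min compound preincubation.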
Ub-GFP proteasome – Ubiquitin-GFP Assay; Ubiquitin-GFP reporter cells, proteasome inhibition, GFP fluorescence; response scale: untreated = 0%, 10 µM MG-132 = 100%; Potency, µM (titrated, usually from 45.9 µM), for inactives: at the top dose activation (GFP accumulation), hits mostly activators; 67,000 tested, under 10 active; active means well fitted activation curve with a large enough effect, not every such curve was filed as active; inconclusive means small, poorly fitted or top-dose-only effect, or another doubt; inactive means no such curve, though single readings can be large or run the other way; further: potency means the concentration at half of the fitted maximal effect
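GFP accumulation read-out: laser plate cytometry counting ubiquitin(G76V)-GFP-expressing U2OS cells after 4 hr compound exposure at 37 °C. Titrations spanned 46 uM to 2.9 nM; 0% = basal, 100% = 10 uM MG-132; concentration-response curves fitted.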
Hsp90 Hop PPI – qHTS Assay for Disrupters of an Hsp90 Co-Chaperone Interaction | Hsp90 C-terminal peptide / TPR2A (Hop) interaction, human | AlphaScreen TPR2A-His6 binding biotin-Hsp90 C-terminal peptide | Potency, µM (highest dose often 57 µM), inactives show at the highest dose activity change, negative = inhibition | actives 0.44% (n = 71,000) | AID 595, 2007; active means well fitted curve in either direction with a large enough effect; inconclusive means small, poorly fitted or top-dose-only effect, or another doubt; further: potency means the concentration at half of the fitted maximal effect; on the % scale 0 is the no-effect control and ±100 the full control effect; many of its hits are not listed in these tables
GFP derepression – qHTS Assay for Epigenetic Modulators; Potency, µM (doses to about 46.1 µM), inactives show top-dose GFP derepression (activation); mouse C127i GFP locus derepression, cytometry, 30 h; actives 0.09% (n = 68,000); further: % of control where 0% means no effect
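Locus derepression in mouse mammary C127i cells whose integrated CMV-GFP reporter is normally silent; GFP expression after 30 h compound treatment was quantified by counting fluorescent cells.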
4MU fluor – qHTS Assay for Spectroscopic Profiling in 4-MU Spectral Region. actives 11% (n = 59,000). AID 589, 2007. compound autofluorescence, 340/450 nm, 4-MU equivalents; hits give high values. max dye-equivalent concentration, M; in the data active means max dye-equivalent concentration above about 10 nM; inconclusive means mostly about 1.1 nM to 9.6 nM
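Intrinsic fluorescence at 340/450 nm (ex/em) was read after 15 min at room temperature in pH 8.0, 100 mM Tris. Each compound concentration expressed as 4-MU-equivalent concentration from a six-point 4-MU standard series on each plate.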
Rhodamine fluor – qHTS Assay for Spectroscopic Profiling in Rhodamine Spectral Region; Rhodamine-region fluorescence, 547/598 nm, Tris buffer; hits give high values; max dye-equivalent concentration, M; actives 0.05% (n = 59,000); in the data active means max dye-equivalent concentration above about 11 nM; inconclusive means between about 1.1 nM and that limit
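Compound fluorescence in 100 mM Tris, pH 8.0, read after 15 min at room temperature with 547 nm excitation and 598 nm emission. Output is dye-equivalent concentration from an on-plate rhodamine standard series.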
ALOX15 inhib – qHTS Assay for Inhibitors of 15-hLO (15-human lipoxygenase); actives 1.4% (n = 74,000); Polyunsaturated fatty acid lipoxygenase ALOX15 (Homo sapiens), P16050; Potency, µM (top dose mostly 57.1 µM), for the others: top-dose activity change, negative = inhibition, hits mostly inhibitors; purified 15hLO-1, xylenol orange hydroperoxide absorbance; further: potency means the concentration at half of the fitted maximal effect; on the % scale 0 is the no-effect control and ±100 the full control effect; nearly all actives have a fitted effect of over 55% in size
Target sequence (P16050 whole entry, looked up): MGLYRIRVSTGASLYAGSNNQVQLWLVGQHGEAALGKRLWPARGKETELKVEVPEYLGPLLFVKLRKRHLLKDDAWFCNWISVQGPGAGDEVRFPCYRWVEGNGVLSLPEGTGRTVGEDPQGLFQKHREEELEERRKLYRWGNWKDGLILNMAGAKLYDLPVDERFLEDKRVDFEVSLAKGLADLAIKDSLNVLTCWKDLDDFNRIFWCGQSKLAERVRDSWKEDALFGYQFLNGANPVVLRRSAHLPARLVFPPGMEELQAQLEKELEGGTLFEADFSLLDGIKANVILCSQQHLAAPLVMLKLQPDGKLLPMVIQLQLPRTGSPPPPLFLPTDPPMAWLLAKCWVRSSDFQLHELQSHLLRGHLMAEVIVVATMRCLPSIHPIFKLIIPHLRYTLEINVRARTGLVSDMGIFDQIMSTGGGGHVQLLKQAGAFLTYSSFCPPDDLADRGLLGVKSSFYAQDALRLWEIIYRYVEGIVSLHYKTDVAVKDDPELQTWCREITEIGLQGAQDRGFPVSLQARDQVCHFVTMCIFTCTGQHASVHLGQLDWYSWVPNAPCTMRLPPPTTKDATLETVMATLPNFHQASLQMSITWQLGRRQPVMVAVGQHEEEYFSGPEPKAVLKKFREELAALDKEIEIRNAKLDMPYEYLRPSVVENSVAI
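Readout: Fe(III)-xylenol orange absorbance, 573-to-405 nm ratio as reaction progress. Enzyme 40 nM purified human 15hLO-1, substrate 50 uM arachidonic acid, 6 min RT after 15 min compound preincubation; Hepes pH 7.5 buffer with Triton X-100.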
DNA Pol III inh – qHTS Assay for Inhibitors of DNA Polymerase III Holoenzyme System. reconstituted DNA polymerase III holoenzyme replication, biochemical. Potency, µM (highest dose often 57.1 µM), without a hit: at the highest dose activity change, negative = inhibition. actives 0.25% (n = 71,000); further: potency means the concentration at half of the fitted maximal effect; on the % scale 0 is the no-effect control and ±100 the full control effect
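Reconstituted *E. coli* holoenzyme (0.35 nM Pol III, 1 nM beta, 154 nM SSB, 2 nM primase) was preincubated with compound for 15 min at RT. Synthesis on 1.4 nM ssM13Gori ran 35 min, then was stopped with PicoGreen/EDTA and read as dsDNA fluorescence.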
Texas Red fluor – qHTS Assay for Spectroscopic Profiling in Texas Red Spectral Region; Compound fluorescence, Texas Red channel, 547/618 nm; hits give high values; max dye-equivalent concentration, M; actives 0.06% (n = 59,000); AID 587, 2007; in the data active means max dye-equivalent concentration above about 10 nM; inconclusive means between about 1.1 nM and that limit
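Compound titrations in 100 mM Tris pH 8.0 were incubated 15 min at room temperature and read at 547 nm excitation / 618 nm emission. Texas Red six-point standard curve on each plate converted fluorescence to dye-equivalent concentration.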
Fluorescein autfl – qHTS Assay for Spectroscopic Profiling in Fluorescein Spectral Region; max fluorescein-equivalent concentration, M; actives 0.91% (n = 59,000); AID 593, 2007; Compound autofluorescence, 480/540 nm, fluorescein-equivalent; hits give high values; in the data active means max fluorescein-equivalent concentration above about 10 nM; inconclusive means between about 1.1 nM and that limit
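Compounds were pin-transferred into 100 mM Tris buffer, pH 8.0, and incubated 15 min at room temperature. Fluorescence was read at 480 nm excitation/540 nm emission. Signals were normalized to an on-plate six-point fluorescein standard curve as dye-equivalent concentration.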
HBB splice mod – qHTS Assay for Modulators of Hemoglobin Beta Chain Splicing. HBB splicing reporter cell assay, activation; EGFP reporter with mutant IVS2-654 intron; response scale: normalised to 500 nM splice-correcting PNA. Potency, µM (doses to about 46.1 µM), for inactives: at the top dose activation, actives largely listed as activators. actives 0.06% (n = 65,000); further: potency means the concentration at half of the fitted maximal effect; 0% is about no effect
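Compounds were applied for 2 days to HeLa EGFP-654 cells, 500/well in Optimem with 2% FCS. The reporter's EGFP is disrupted by mis-splicing of beta-globin intron IVS2-654. Readout: summed well GFP fluorescence from 488 nm laser scanning; reference was 500 nM antisense […] 654 PNA.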
Starred values were filed as active, the others as inactive; i = inactive; ? = inconclusive; . = no result given; [ ] = remark or other dose. Unless noted, the call rests on the fitted dose curve; in most records, active means well fitted curve in the direction sought with a large enough effect; inconclusive means small, poorly fitted or top-dose-only effect, or another doubt; inactive means no such curve, though single readings can be large; an effect the other way counts as inactive or inconclusive. An excerpt; count on the stated rates, not on these rows.

Values run as follows: HADH2 inhib | Ub-GFP proteasome | Hsp90 Hop PPI | GFP derepression | 4MU fluor | Rhodamine fluor | ALOX15 inhib | DNA Pol III inh | Texas Red fluor | Fluorescein autfl | HBB splice mod
COc1ccc(C(=O)N2CCN(Cc3ccccc3C)CC2)cc1OC
    -3% | -4% | -2% | -2% | i | i | 3% | 1% | i | i | -0.4%
CC(C)(C)n1nnnc1CN1CCC(NC(=O)NC2CCCCC2)CC1
    15% | -14% | 2% | 0% | i | i | -2% | 3% | i | i | -2.1%
CCOC(=O)c1ccc(NC(=O)Cn2nnc(-c3ccccc3C)n2)cc1
    7% | 6% | ? | 2% | ? | i | -25% | -5% | i | i | -0.8%
CCOC(=O)c1[nH]c2cc3c(cc2c1NC(=O)CN1CCC(C)CC1)OCO3
    . | . | . | -4%[20.6 µM] | 1.8e-08M* | i | . | . | i | ? | .
CCC(C)(C(=O)NC1CCCCC1)N(C(=O)c1cnccn1)c1c(C)n(C)n(-c2ccccc2)c1=O (stereo unspecified)
    2% | 7% | -6% | -2% | i | i | 16% | 2% | i | i | 0.4%
c1ccc(CN2CCN(c3ncnc4nc[nH]c34)CC2)cc1
    -10% | -2% | 1% | . | . | . | 9% | -7% | . | . | 0.0%
Cc1n[nH]c(C)c1S(=O)(=O)N1CCN(C2CCCCC2)CC1
    20% | 0% | 0% | 0% | i | i | 8% | -9% | i | i | -0.7%
CCNc1ncc2nc(-c3ccc(Cl)cc3)c(=O)n(-c3ccccc3)c2n1
    138%[activator] | ? | -3% | -3%[9.22 µM] | 9.4e-08M* | i | -5% | -8% | i | ? | ?
Cc1ccc(S(=O)(=O)Nn2c(C)ccc2C)cc1
    ? | -7% | -9% | 0% | i | i | 20µM* | -4% | i | ? | -0.4%
COC(=O)N1CCC2(CC1)CN(C(=O)Nc1cccc(C#N)c1)C2
    3% | 6% | -5% | 0%[9.22 µM] | i | i | -9% | -2% | i | i | 3.5%
O=C1CC(c2cccc(Cl)c2)CC(O)=C1C=NCCCO (stereo unspecified)
    2% | -9% | -6% | -2% | i | i | 3% | -2% | i | i | -0.9%
Cc1ccc(C)c2[nH]c(=O)c(CCNC(=O)C(C)C)cc12
    -6% | -6% | -1% | . | . | . | 6% | -9% | . | . | 1.3%
COc1ccc(C2C(C#N)=C(/N=C/N3CCN(C)CC3)OC3=C2C(=O)CC(C)(C)C3)cc1 (stereo unspecified)
    -1% | -7% | -6% | 0% | i | i | 0% | 0% | ? | i | 0.3%
Cc1cc(-n2c(=O)c(C#N)cc3c(=O)n4ccccc4nc32)no1
    194%[activator] | -3% | -5% | 0% | 1.4e-05M* | i | -27% | -8% | i | ? | 4.7%[57.5 µM]
CC(=O)Nc1ccc(S(=O)(=O)c2ccc(N)cc2)cc1
    -10% | -11% | 2% | 4% | i | i | 2% | -6% | i | i | 1.5%
C/C(=N/S(=O)(=O)c1ccc(Cl)c(Cl)c1)OCC(C)(C)C
    0%[11.4 µM] | -1%[9.17 µM] | -1%[11 µM] | 6%[9.22 µM] | ? | i | 3%[11.4 µM] | -17%[11.4 µM] | i | i | 4.6%[9.22 µM]
O=C(CN1CCC(n2nnc3cc(F)ccc32)CC1)NCCc1nc2ccccc2[nH]1
    23% | 4% | -3% | 0% | i | i | 8% | -6% | i | i | .
CC(C)CCNC(=O)C(C)N(C(=O)Cn1nnc(-c2ccc(F)cc2)n1)C1CCCC1 (stereo unspecified)
    -3% | -3% | -1% | -1% | i | i | 2% | 4% | i | i | -0.4%[57.5 µM]
CCC1CCCCN1C(=O)CSc1nnc(-c2cccs2)o1 (stereo unspecified)
    ? | 0% | -2% | 3% | i | i | -10% | -2% | i | ? | -0.2%
CCCCCCn1cc(C(=O)O)c(=O)c2ccccc21
    . | . | . | -4%[20.6 µM] | ? | i | . | . | ? | ? | .
CCn1c(CNC(=O)c2ccco2)nnc1SCC(=O)Nc1cc(C(F)(F)F)ccc1Cl
    5% | -12% | -4% | 0% | i | i | 3% | -1% | i | i | -0.1%
Cc1ccc(OCC2Cn3c(nc4c3c(=O)n(C)c(=O)n4C)O2)cc1 (stereo unspecified)
    15% | -3% | -4% | 0% | i | i | 3% | -5% | i | ? | 0.6%
Cc1ccc(-n2cc(C(C)(C)C)[nH]c2=S)cc1
    -9% | -6% | -4% | 1% | i | i | -18% | -6% | i | i | 1.9%
O=C(Nc1ccncc1)Nc1ccc(F)cc1F
    -4% | 1% | -1% | 2% | i | i | -2% | -6% | i | i | -1.7%
Cc1nc(NCCCN2CCOCC2)c2oc3ccccc3c2n1
    12% | 0% | -3% | 0% | i | i | 2% | -6% | i | i | -0.5%
COCC(=O)NC1CCN(C(=O)NCc2ccccc2)CC1
    -9% | -4% | -1% | -5% | i | i | 3% | -1% | i | i | .
O=C(NCc1ccccn1)c1cc(-c2ccccc2)on1
    -2% | 0% | -6% | 0% | ? | i | -7% | -4% | i | ? | -0.8%
Oc1ccccc1N=Cc1ccc[nH]1
    ? | -2% | -4% | 0% | i | i | 1% | -7% | i | ? | -0.4%
Cc1nnc(NC(=O)Oc2ccccc2)s1
    -4% | 3% | 2% | 1% | ? | i | 15% | 1% | i | i | -0.4%[57.5 µM]
CCN(CC)CCN1C(=O)C(=O)/C(=C(/O)c2ccc(Cl)cc2)C1c1ccncc1 (stereo unspecified)
    . | . | . | 3%[20.6 µM] | i | i | . | . | i | ? | .

The final two entries of the part before open the next one:
Values run as follows: HADH2 inhib | Ub-GFP proteasome | Hsp90 Hop PPI | GFP derepression | 4MU fluor | Rhodamine fluor | ALOX15 inhib | DNA Pol III inh | Texas Red fluor | Fluorescein autfl | HBB splice mod
Cc1nnc(NC(=O)Oc2ccccc2)s1
    -4% | 3% | 2% | 1% | ? | i | 15% | 1% | i | i | -0.4%[57.5 µM]
CCN(CC)CCN1C(=O)C(=O)/C(=C(/O)c2ccc(Cl)cc2)C1c1ccncc1 (stereo unspecified)
    . | . | . | 3%[20.6 µM] | i | i | . | . | i | ? | .
CCCN(CCC)C(=O)Cn1ccc(=N)c2ccccc21
    -7% | 5% | -1% | 2% | i | i | 2% | -4% | i | i | 0.9%
Cc1ccc(C(C(=O)NC2CCCCC2)N(CCC(C)C)C(=O)CNC(=O)c2ccco2)o1 (stereo unspecified)
    17% | 2% | -7% | -3% | i | i | -13% | -1% | i | ? | .
CCCn1c(/N=C/c2cc(OC)ccc2O)nc2ccccc21
    8% | -3% | -2% | 0% | i | i | 4% | -3% | i | ? | 1.3%[57.5 µM]
Cc1cc(C)cc(N(CC(=O)N2CCN(c3ccccc3)CC2)S(=O)(=O)c2c(C)noc2C)c1
    -2% | -15% | -3%[2.3 µM] | . | . | . | -11% | 1% | . | . | -1.0%
C=C(C)Cn1c(CCNC(=O)C(C)C)nc2ccccc21
    6% | -6% | -1% | 2% | i | i | 2% | -3% | i | i | 1.2%
O=C(COc1ccc(Cl)cc1)N1CCN(Cc2ccc3c(c2)OCO3)CC1
    3%[25.6 µM] | -5%[20.5 µM] | 1%[26 µM] | 0%[20.6 µM] | i | i | -1% | -7%[25.6 µM] | i | ? | -1.6%[20.6 µM]
O=C1CC(c2ccc(S(=O)(=O)N3CCN(c4ccccc4)CC3)cc2)CN1 (stereo unspecified)
    21% | 3% | 0% | 2% | i | i | -10% | -5% | i | i | 2.6%
O=C1c2cccnc2C(=O)N1Cc1ccco1
    5% | -3% | -25% | 2% | i | i | -1% | -3% | i | i | 1.7%
CC(C)(C)c1ccc(C(=O)N2CCC(C(=O)NCc3ccncc3)CC2)cc1
    6% | 3% | -1% | 0% | i | i | -2% | -3% | i | ? | -2.4%
Cc1cc(C(=O)CSc2nnc(N)s2)c(C)n1CCc1ccc(F)cc1
    12% | -1% | -9% | -1% | 1.4e-08M* | i | -3% | -12% | i | ? | -1.2%
O=C(CSc1nnc(Cn2c(=O)sc3ccccc32)n1CCc1ccccc1)N1CCOCC1
    3% | -1% | -4% | 0% | i | i | -11% | 3% | i | i | 3.3%[1.84 µM]
